Screens deposited in PubChem by several laboratories.
ANO1 activ = TMEM16A chloride channel activators or potentiators, primary screen, cell-based, HTS; AID 623877, 2012; HEK293 TMEM16A/YFP-H148Q/I152L, iodide quench fluorescence; hits give low values; Anoctamin-1 (Mus musculus), Q8BHY3; 340,000 compounds, 0.3% hits; B-score at 10 µM;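 active = fluorescence-ratio B-score plate-corrected deviation score at least 3 library SD below zero, with starting fluorescence score within 5 deviations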;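 note: channel opened by trigger with iodide after compound preincubation; score built on the fluorescence ratio of max minus min over baseline; more negative score means more quench and so TMEM16A activation or potentiation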
Target sequence (Q8BHY3 whole entry, looked up): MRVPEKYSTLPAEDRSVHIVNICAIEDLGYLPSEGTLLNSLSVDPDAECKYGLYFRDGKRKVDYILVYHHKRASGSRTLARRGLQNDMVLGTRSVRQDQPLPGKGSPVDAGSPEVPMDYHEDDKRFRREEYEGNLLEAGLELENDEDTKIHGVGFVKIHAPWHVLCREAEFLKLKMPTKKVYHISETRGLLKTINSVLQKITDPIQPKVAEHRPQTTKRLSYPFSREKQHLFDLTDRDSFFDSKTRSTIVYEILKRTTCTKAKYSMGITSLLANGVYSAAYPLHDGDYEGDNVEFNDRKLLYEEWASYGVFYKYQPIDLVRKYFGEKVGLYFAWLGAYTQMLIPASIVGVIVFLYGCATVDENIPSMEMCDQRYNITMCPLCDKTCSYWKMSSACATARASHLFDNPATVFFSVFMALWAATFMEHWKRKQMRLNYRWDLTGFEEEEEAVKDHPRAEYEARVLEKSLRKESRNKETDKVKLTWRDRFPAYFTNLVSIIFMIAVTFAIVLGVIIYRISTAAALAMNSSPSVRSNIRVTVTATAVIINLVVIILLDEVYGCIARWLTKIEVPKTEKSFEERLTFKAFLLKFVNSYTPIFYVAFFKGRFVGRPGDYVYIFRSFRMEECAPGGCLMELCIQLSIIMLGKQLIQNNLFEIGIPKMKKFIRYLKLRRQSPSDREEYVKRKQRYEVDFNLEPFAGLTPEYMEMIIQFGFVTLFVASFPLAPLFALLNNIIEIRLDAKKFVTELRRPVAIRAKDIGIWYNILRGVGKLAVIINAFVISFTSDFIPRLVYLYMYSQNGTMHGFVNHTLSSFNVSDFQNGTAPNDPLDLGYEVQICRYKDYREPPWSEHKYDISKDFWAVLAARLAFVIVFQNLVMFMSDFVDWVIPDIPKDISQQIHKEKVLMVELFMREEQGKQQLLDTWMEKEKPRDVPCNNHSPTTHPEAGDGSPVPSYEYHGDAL
RGS4 pot = RGS4 potentiators or activators, primary screen, cell-based, HEK293 M3R inducible RGS4, calcium flux. carbachol calcium flux Fluo4; hits give low values. B-score at 10 µM. AID 463111, 2010. 310,000 compounds, 0.92% hits;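 active = B-score of the integrated calcium signal more than 4 SD below the library mean, with starting fluorescence not abnormally high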;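 note: negative B-score means reduced calcium response which marks RGS4 activation or potentiation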
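Material: Inducible-RGS4 HEK293 cells carrying M3 receptor; also added: carbachol at ECmax as muscarinic agonist stimulus; incubation: compound preincubation 20 min at room temperature before agonist; signal: Fluo4-AM (2 µM) calcium-flux fluorescence, kinetic read; measure: integrated calcium ratio converted to B score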
MrgX1 allo act = positive allosteric modulators of MrgX1, primary screen, HEK293 cells, Fluo-4 calcium flux; 310,000 compounds, 0.63% hits; B-score at 10 µM; AID 588675, 2011; FDSS; hits give high values;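 active = plate-corrected calcium response at least 3 library SD above typical, normal starting fluorescence, not activating the receptor alone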;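 note: compound read alongside a low EC10 to EC30 dose of BAM8-22 agonist; peak minus trough fluorescence over baseline measured at the second addition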
TRPC6 act = mouse TRPC6 channel activators, primary screen, cell-based, HEK293, membrane potential dye; Short transient receptor potential channel 6 (Mus musculus), Q61143; HEK293-TRPC6 membrane potential dye fluorescence; hits give high values; B-score at 10 µM; 310,000 compounds, 0.13% hits; AID 2550, 2010;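 active = B-score of the integrated fluorescence ratio above library mean plus 3 SD, and starting fluorescence ratio within library mean plus 5 SD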;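 note: higher score means more depolarization so channel activation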
HDAC3 inh = HDAC3 deacetylase inhibitors, primary screen, biochemical, fluorescence, cell-free homogeneous. recombinant HDAC3, fluorogenic peptide/trypsin coupled. Histone deacetylase 3 (Homo sapiens), O15379. 320,000 compounds, 0.15% hits. inhibition, % at 8.3 µM; in the data active = inhibition above about 26%, passing the limit was not always enough; inconclusive = no clear call, values can overlap the other calls
ANO1 block = TMEM16A chloride channel inhibitors, primary screen, cell-based, HTS. AID 588511, 2011. HEK293 TMEM16A/YFP iodide influx fluorescence, ionomycin. 310,000 compounds, 1.2% hits. normalized B-score (activity score, 25-100; higher = stronger inhibition) at 10 µM. Anoctamin-1 (Mus musculus), Q8BHY3;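 active = ratio plate-corrected score three or more library SD toward inhibition, starting fluorescence score within five deviations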;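 note: score derived from kinetic fluorescence span divided by baseline fluorescence per well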
SKKanGAS inh = S. pyogenes SKKanGAS growth inhibitors in kanamycin, primary screen, streptokinase expression inhibitor project, SKKanGAS strain, BacTiter-Glo luminescence | 300,000 compounds, 1.3% hits | inhibition, % at 7.5 µM | 6 h;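 active = mean replicate score, as percent of positive control median, at least 50; inconclusive = mean below 50 but one replicate at or above 50; inactive = mean and every replicate below 50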;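 note: strain carries kanamycin resistance gene driven by streptokinase promoter and grows in 40 µg/ml kanamycin; loss of luminescence reflects streptokinase promoter inhibition or plain growth inhibition; 0% = median of DMSO wells and 100% = positive control at its reference dose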
MrgX1 agonist = agonists of human MrgX1 receptor, primary screen, HEK293 cells, Fluo-4 calcium flux; Mas-related G-protein coupled receptor member X1 (Homo sapiens), Q96LB2; Fluo-4 calcium fluorescence, agonist mode; hits give high values; B-score at 10 µM; 310,000 compounds, 0.44% hits; AID 588627, 2011;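 active = calcium response B-score plate-corrected fluorescence ratio at least 3 library SD, with starting fluorescence B-score inside 5 SD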
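Material: MrgX1-expressing HEK293 cells / Dosing: compound as first of three additions / Incubation: overnight seeding, then 1 h dark dye loading / Signal: Fluo-4 NW calcium fluorescence / Evaluation: B-scored fluorescence response ratio / Benchmarks: positive and negative control wells on each plate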
TRPC6 inh = mouse TRPC6 channel inhibitors, primary screen, cell-based, HEK293, membrane potential dye. ACh-evoked depolarization; hits give low values. 310,000 compounds, 1.1% hits. B-score at 10 µM. AID 2553, 2010. Short transient receptor potential channel 6 (Mus musculus), Q61143;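 active = B-score under library mean minus 3 SD, initial fluorescence not abnormally high, positive integrated signal ratio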;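 note: B-score derived from integrated fluorescence ratio over the kinetic read; more negative B-score means stronger inhibition of depolarization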
RGS4 inh = RGS4 inhibitors, primary screen, cell-based, HEK293 M3R inducible RGS4, calcium flux. Regulator of G-protein signaling 4 (Homo sapiens), P49798. B-score at 10 µM. 310,000 compounds, 0.45% hits. Fluo-4 calcium flux; hits give high values; triggered by carbachol at its EC20;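 active = B-score, a plate-corrected calcium signal, over three deviations above library mean, with baseline fluorescence within five deviations of library mean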;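 note: RGS4 expression induced by doxycycline in cells with stable M3 receptor; B-score is computed from the integrated fluorescence ratio over baseline after carbachol; higher B-score means a larger calcium signal and so more RGS4 inhibition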
MrgX1 antag = antagonists of human MrgX1 receptor, primary screen, HEK293 cells, Fluo-4 calcium flux; Mas-related G-protein coupled receptor member X1 (Homo sapiens), Q96LB2; BAM8-22 antagonism; hits give low values; B-score at 10 µM; 310,000 compounds, 1.3% hits;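 active = calcium-response B-score plate-corrected more than 3 library SD below zero, starting fluorescence within 5 deviations, no agonist response on first addition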;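 note: peak minus trough fluorescence over baseline after final BAM8-22 challenge near maximal dose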
* marks the source's active call; other numbers are inactive results; i = inactive; ? = inconclusive; / = not tested or not shown. Rows are unselected; about 6.7% have a hit in one of these screens.

molecule,ANO1 activ,RGS4 pot,MrgX1 allo act,TRPC6 act,HDAC3 inh,ANO1 block,SKKanGAS inh,MrgX1 agonist,TRPC6 inh,RGS4 inh,MrgX1 antag
C=CCN1C(=O)/C(=C2/Sc3ccccc3N2CC)SC1=S,i,i,i,i,0,i,-8,i,i,i,i
CCn1c(-c2ccc(N(C)C)cc2)nc2ccccc21,i,i,i,i,-101,i,15,31*,i,i,i
Cc1cc(-c2cc(C(=O)NCc3ccccc3)on2)nc(NCC2CC2)n1,i,i,i,i,-2,i,0,i,i,i,i
COc1ccc(NC(=O)C2(c3cccs3)CCOCC2)cc1,i,i,i,i,-3,i,-7,i,i,i,i
O=C(CSc1ncccc1-c1nc2ccccc2[nH]1)N1CCN(c2ccccc2F)CC1,i,i,i,i,-4,i,4,i,i,i,i
CC(C)(CO)Nc1ccc([N+](=O)[O-])cc1[N+](=O)[O-],i,i,i,i,4,i,-3,i,i,i,i
CCOC(=O)CNC(=O)CSc1nc2cccnc2n1Cc1ccccc1,i,i,i,i,4,i,1,i,i,i,i
COC(=O)c1ccc(NC(=O)COc2ccc([N+](=O)[O-])cc2)cc1,i,i,i,i,-6,i,0,i,i,i,i
Cc1cnc(CN(C)Cc2nc(Cc3cccc(C(F)(F)F)c3)no2)[nH]1,i,i,i,i,3,i,-3,i,i,i,i
CN(CC(=O)Nc1ccc(F)cc1)C(=O)c1cc([N+](=O)[O-])ccc1N1CCOCC1,i,i,i,i,6,i,-11,i,i,i,i
CN1CCN(C(=O)c2ccc3c(c2)OCCO3)CC1,i,i,i,i,-3,i,0,i,i,i,i
Cc1nc([N+](=O)[O-])c(Br)n1Cc1ccc(Cl)c(Cl)c1,i,i,/,i,/,/,4,/,i,i,/
Cc1ccc(C(=O)c2ccc(C)cc2)cc1,i,i,i,i,/,i,1,i,i,i,i
COc1ccc2nc(/C=N/NC(=O)[C@H](C)NC(=O)OC(C)(C)C)ccc2c1,/,i,i,i,-29,i,-1,i,i,i,i
Cc1cc(C(=O)NCc2ccccc2Cl)c2ccccc2n1,i,i,i,i,3,i,-2,i,i,i,i
COCc1[nH]nc2c1C(c1cc(OC)c(O)c(OC)c1)C(C#N)=C(N)O2 (stereo not drawn),i,i,i,i,-3,i,-1,i,i,i,i
COc1ccc(-c2cc(C(=O)N3CCN(C(=O)c4ccccc4F)CC3)[nH]n2)cc1,i,i,i,i,-4,i,-3,i,i,i,i
O=C(CN1CCOCC1)Nc1ccc(OC(F)(F)F)cc1,i,i,i,i,-1,i,-1,i,i,i,i
COc1cc(OC)cc(C(=O)Nc2cc(-c3cn4cccnc4n3)ccc2C)c1,i,i,i,i,/,i,-4,i,i,i,i
CCCn1ncc(/C=N/O)c1C,i,i,i,i,-2,i,3,i,i,i,i

Full records, looked up by structure. Order of values: ANO1 activ	RGS4 pot	MrgX1 allo act	TRPC6 act	HDAC3 inh	ANO1 block	SKKanGAS inh	MrgX1 agonist	TRPC6 inh	RGS4 inh	MrgX1 antag
COCc1[nH]nc2c1C(c1cc(OC)c(O)c(OC)c1)C(C#N)=C(N)O2 (stereo not drawn) is entered as i	i	i	i	-3	i	-1	i	i	i	i
O=C(CN1CCOCC1)Nc1ccc(OC(F)(F)F)cc1 is entered as i	i	i	i	-1	i	-1	i	i	i	i

Next results follow.
molecule,ANO1 activ,RGS4 pot,MrgX1 allo act,TRPC6 act,HDAC3 inh,ANO1 block,SKKanGAS inh,MrgX1 agonist,TRPC6 inh,RGS4 inh,MrgX1 antag
O=C(COc1ccc(S(=O)(=O)NC2CCCCC2)cc1Cl)NCC1CCCO1 (stereo not drawn),i,i,i,i,-1,i,-15,i,i,i,i
CC1CCc2cc(F)ccc2N1C(=O)CSc1nnc2c3ccccc3n(C)c2n1 (stereo not drawn),i,i,i,i,-1,i,23,i,i,i,i
Cc1cc(C)c(C#N)c(Nc2ccc3c(c2)OCCO3)n1,i,i,i,i,-2,i,-6,i,i,i,i
C=CCSc1nc2c(c(=O)n(C)c(=O)n2C)n1CC,i,i,i,i,-4,i,-5,i,i,i,i
CCN1CCN(C(=O)/C=C/c2ccc(C)cc2)CC1,i,i,i,i,6,i,4,i,i,i,i
O=C(c1ccc(F)cc1)C1CCN(C(=O)Nc2ccc(F)cc2)CC1,i,i,i,i,-3,i,-6,i,i,i,i
O=C(NCCCN1CCOCC1)c1ccc(Sc2cccc(Cl)c2)c([N+](=O)[O-])c1,i,i,i,i,2,i,-3,i,i,i,i
O=c1oc2ccccc2c(NCc2ccccc2)c1[N+](=O)[O-],i,i,i,i,4,i,0,i,i,i,i
CCC(C)(C)NC(=O)c1ccc(S(=O)(=O)N2CCCCCC2)cc1,i,i,i,i,0,i,-3,i,i,i,i
COc1ccc(CNC(=O)c2ccc(CS(=O)Cc3cccc(Cl)c3)o2)cc1 (stereo not drawn),i,i,i,i,0,i,12,i,i,i,i

A portion of the results above:
molecule,ANO1 activ,RGS4 pot,MrgX1 allo act,TRPC6 act,HDAC3 inh,ANO1 block,SKKanGAS inh,MrgX1 agonist,TRPC6 inh,RGS4 inh,MrgX1 antag
CCC(C)(C)NC(=O)c1ccc(S(=O)(=O)N2CCCCCC2)cc1,i,i,i,i,0,i,-3,i,i,i,i
COc1ccc(CNC(=O)c2ccc(CS(=O)Cc3cccc(Cl)c3)o2)cc1 (stereo not drawn),i,i,i,i,0,i,12,i,i,i,i

(list continues)
molecule,ANO1 activ,RGS4 pot,MrgX1 allo act,TRPC6 act,HDAC3 inh,ANO1 block,SKKanGAS inh,MrgX1 agonist,TRPC6 inh,RGS4 inh,MrgX1 antag
COC(=O)c1ccc(CSc2nc(C(F)(F)F)c3c(c2C#N)CCC3)o1,i,i,i,i,17,100*,14,i,i,i,i
CCOC(=O)C(=Cc1cc(=O)c(OC)co1)C(=O)OCC,i,i,/,i,/,/,2,/,i,8*,/
COc1ccc(NCc2nnc(SCc3ccccc3)n2-c2ccc(OC)cc2)cc1,i,i,i,i,2,i,-7,i,i,i,i
Cc1ccc(S(=O)(=O)Nc2cc(S(=O)(=O)N3CCCCC3)ccc2N2CCOCC2)cc1,i,i,i,i,-4,i,2,i,i,i,i
CN(CCn1ccnc1)Cc1cn(Cc2ccccc2)nc1-c1ccc2c(c1)OCO2,i,i,i,i,-1,i,-1,i,i,i,i
COc1ccc(C(=O)Cn2cnc3ccccc3c2=O)cc1OC,i,i,i,i,-1,i,1,i,i,i,i
Cc1nc(-c2ccccc2)sc1-c1nc(-c2ccccc2)ncc1S(=O)(=O)c1ccccc1,i,i,i,i,-2,i,-2,i,i,i,i
C=CCc1ccc(OCCN2CCc3ccccc3C2)c(OC)c1,i,i,i,i,5,i,-5,i,i,i,i
Cc1cc(NC(=O)C2CC2)ncc1NC(=O)C12CC3CC(CC(C3)C1)C2,i,i,i,i,-5,i,4,i,i,i,i
C/C(CC(=O)Nc1cc(C)cc(C)c1)=N\NC(=O)c1ccccn1,i,i,i,i,-10,i,-1,i,i,i,i
COc1ccc(C2CC(c3cccs3)=NN2C(=O)c2ccc(Br)o2)cc1 (stereo not drawn),i,i,i,i,2,i,?,i,i,i,i
C=C(C)c1cccc(C(C)(C)NC(=O)N2CCCC(C(N)=O)C2)c1 (stereo not drawn),i,i,i,i,-10,i,3,i,i,i,i
Cc1ccc(S(=O)(=O)N2[C@@H](c3cccc(Cl)c3)C(C(=O)O)=CC[C@H]2c2cccc(C)c2)cc1,i,/,i,/,-5,25*,/,i,/,/,i
Cc1ccc(NC(=S)NCCc2ccc(S(N)(=O)=O)cc2)c(C)c1,i,i,i,i,-6,i,18,i,i,i,i
COc1ccccc1NC(=O)c1ccc(-c2ccccc2F)o1,i,i,i,i,-1,i,-5,i,i,i,i
Cc1ccc(S(=O)(=O)N2CC=C(C(=O)NC3CCCC3)CC2)cc1,i,i,i,i,-4,i,1,i,i,i,i
Cc1c(C(=O)N2CCCc3ccccc32)sc2nc(-c3ccccc3)cn12,i,i,11*,i,1,i,4,i,i,i,i
CN(Cc1ccccc1)C(=O)c1cc2cc(F)ccc2[nH]1,i,i,i,i,3,i,8,i,i,i,i
CCCCn1c(N)c(N(CCOC)C(=O)c2cc(S(=O)(=O)N3CCCCC3)ccc2C)c(=O)[nH]c1=O,i,i,i,i,0,i,-1,i,i,i,i
CCc1c(C)nc2cc(-c3ccc(Cl)cc3)[nH]n2c1=O,i,i,i,i,-5,i,10,i,i,i,i
O=C(COc1ccc([N+](=O)[O-])cc1)Nc1ccc(NC(=O)c2ccccc2)cc1,i,i,i,i,/,i,1,i,i,i,i
O=C(NCCCn1ccnc1)C(=O)NCC(c1ccco1)N1CCN(c2ccccc2)CC1 (stereo not drawn),i,i,i,i,8,i,-5,i,i,i,i
Cn1c(=O)oc2cc(S(=O)(=O)NCCC(=O)N3CCN(c4ccccc4)CC3)ccc21,i,i,i,i,-6,i,-7,i,i,i,i
O=C(CCN1C(=O)COc2ccccc21)NCc1ccco1,i,i,i,i,1,i,2,i,i,i,i
Cc1nc(C)n(CC(C)C(=O)N2CCN(S(=O)(=O)c3ccccc3)CC2)n1 (stereo not drawn),i,i,i,i,-12,25*,-14,i,i,i,i
Cc1ccc(NC(=O)N2CCC(C(=O)NCCC3=CCCCC3)CC2)cc1,i,i,i,i,-8,i,4,i,i,i,i
